HTR5A ag ctr: HTR5A agonists in luminescence cell assay, primary screen, counter-screen for OPRM1-OPRD1 heterodimer agonist project, full-deck HTS. activation, % at 9.3 µM. 5-hydroxytryptamine receptor 5A (Homo sapiens), P47898. AID 504692, 2011. 340,000 compounds, 0.61% hits. cell-based; in the data active means activation mostly above about 9.5%, no sharp cut-off; inactive means mostly below about 7.6%;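 further: 0% = cells with vehicle only and 100% = reference agonist; strong numbers were not always called active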
Keap1-Nrf2 PPI: Keap1-Nrf2 protein-protein interaction inhibitors, primary screen, biochemical, fluorescence polarization, single point; inhibition, % at 9.4 µM; AID 504523, 2011; Keap1 Kelch-Nrf2 peptide fluorescence polarization, 1536-well; Kelch-like ECH-associated protein 1 (Homo sapiens), Q14145; 340,000 compounds, 0.15% hits; in the data active means inhibition above about 12%;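 further: human Keap1 Kelch domain with fluorescein labeled Nrf2 9mer peptide probe; 0% = neutral control wells and 100% = peptide positive control; higher means more block of Keap1 binding to Nrf2 peptide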
Cardiac RTF inh: cardiac RTF calcium sensitivity inhibitors, primary screen, biochemical, IANBD-TnC fluorescence, EC70 calcium; Troponin I, cardiac muscle (Homo sapiens) + Troponin T, cardiac muscle (Homo sapiens) + …; inhibition, % at 7.15 µM; 340,000 compounds, 0.12% hits; IANBD-labeled cardiac RTF, Ca2+ fluorescence;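 active means inhibition above the mean inhibition of all tested compounds plus 3 SD, cut at about 17% in these data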;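 further: assay run at fixed EC70 calcium of 1.6 mM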
OPRM1-OPRD1 ag: agonists of OPRM1-OPRD1 heterodimerization, primary screen, cell-based, luminescence; AID 504326, 2011; activation, % at 9.3 µM; cells; 340,000 compounds, 0.3% hits; in the data active means activation above about 18%;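 further: 0% = vehicle-treated cells and 100% = reference agonist; values of inactives mirror those of a sister screen read the other way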
Target sequence (P35372 whole entry, looked up): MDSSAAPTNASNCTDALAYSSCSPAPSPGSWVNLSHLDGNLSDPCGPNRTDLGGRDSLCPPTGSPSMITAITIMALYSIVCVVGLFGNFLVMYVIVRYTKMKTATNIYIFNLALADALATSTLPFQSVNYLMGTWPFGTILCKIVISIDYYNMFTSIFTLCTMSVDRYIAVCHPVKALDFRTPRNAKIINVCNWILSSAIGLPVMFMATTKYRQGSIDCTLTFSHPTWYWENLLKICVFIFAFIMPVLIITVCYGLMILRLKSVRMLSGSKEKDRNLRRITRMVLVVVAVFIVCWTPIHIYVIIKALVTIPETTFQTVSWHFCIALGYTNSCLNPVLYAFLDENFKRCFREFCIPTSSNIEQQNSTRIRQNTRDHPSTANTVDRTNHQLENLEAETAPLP
Target sequence (P41143 whole entry, looked up): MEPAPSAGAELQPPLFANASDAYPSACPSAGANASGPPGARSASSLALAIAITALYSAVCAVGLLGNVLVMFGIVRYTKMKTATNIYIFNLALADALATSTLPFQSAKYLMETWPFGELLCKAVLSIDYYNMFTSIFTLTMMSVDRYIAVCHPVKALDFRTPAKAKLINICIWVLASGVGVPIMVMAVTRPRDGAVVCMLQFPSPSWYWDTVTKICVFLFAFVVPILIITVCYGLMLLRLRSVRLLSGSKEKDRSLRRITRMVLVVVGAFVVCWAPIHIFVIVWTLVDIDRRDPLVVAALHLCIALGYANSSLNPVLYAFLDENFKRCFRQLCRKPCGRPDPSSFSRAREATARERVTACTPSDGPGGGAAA
cardiac RTF act: cardiac RTF calcium sensitivity activators, primary screen, biochemical, IANBD-TnC fluorescence, EC20 calcium | AID 493008, 2010 | 340,000 compounds, 0.24% hits | activation, % at 7.2 µM | IANBD-labeled TnC RTF fluorescence at EC20 calcium; 0% EC20 calcium, 100% full calcium | Troponin I, cardiac muscle (Homo sapiens) + Troponin T, cardiac muscle (Homo sapiens) + …;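 active means activation above the mean over all tested compounds plus 3 SD, cut at about 30% in these data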;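 further: rise in fluorescence read as greater calcium sensitivity of cardiac thin filaments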
C-LANA FP: inhibitors of KSHV C-LANA binding to DNA, primary screen, biochemical, fluorescence polarization, FAM-LBS DNA, MBP-C-LANA, single point; Kaposi's sarcoma herpesvirus LANA C-terminal domain (residues 932-1162) DNA binding; inhibition, % at 9 µM; 340,000 compounds, 0.078% hits;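 active means highest replicate inhibition at or above 60% at 9 µM, even if other replicates fall short; inactive means all replicates below 60% inhibition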;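 further: 0% = neutral control wells and 100% = 4 µM acridine orange control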
CAL PDZ FP: untagged CAL PDZ binding inhibitors, primary screen, biochemical, fluorescence polarization, HTS. 300,000 compounds, 0.92% hits. AID 602252, 2012. inhibition, % at 24.9 µM. Golgi-associated PDZ and coiled-coil motif-containing protein (Homo sapiens), Q9HD26. purified CAL PDZ, TMR-peptide fluorescence polarization, 1 h;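 active means mean inhibition of at least 30% with at least half of replicates also reaching 30%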;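 further: 0% = DMSO neutral control and 100% = excess unlabeled competitor peptide PRC23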
HTR5A inv ctr: HTR5A inverse agonists in luminescence cell assay, primary screen, counter-screen for OPRM1-OPRD1 heterodimer inverse agonist project, full-deck HTS; inhibition, % at 9.3 µM; 340,000 compounds, 0.083% hits; AID 504634, 2011; 5-hydroxytryptamine receptor 5A (Homo sapiens), P47898; HTR5A cell line, inverse agonism; in the data active means inhibition mostly above about 23%, no sharp cut-off; inactive means mostly below about 18%;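 further: 0% = cells with DMSO and 100% = no-cell wells with DMSO; some compounds called inactive have numbers as strong as hits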
V-ATPase pH: regulators of yeast V-ATPase proton pumping, primary screen, pHLuorin cytosolic pH fluorescence | S. cerevisiae | response, % at 10 µM | 350,000 compounds, 0.37% hits | AID 504577, 2011; in the data active means response mostly above about 7.3%, no sharp cut-off; inactive means mostly below about 5.4%; further: actives read high; inactives centre near 0; some compounds called inactive have numbers as strong as hits; reference of the scale not given here
MOR-DOR inv ag: inverse agonists of MOR-DOR heterodimerization, primary screen, cell-based, luminescence; Mu-type opioid receptor (Homo sapiens) + Delta-type opioid receptor (Homo sapiens), …; cell-based MOR-DOR heterodimer luminescence, inverse agonism; inhibition, % at 9.3 µM; 340,000 compounds, 0.21% hits; in the data active means inhibition above about 22%, passing the limit was not always enough;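 further: 0% = cells with DMSO and 100% = wells without cells with DMSO; values of inactives mirror those of a sister screen read the other way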
* marks the source's active call; other numbers are inactive results; · = not tested or not shown.

SMILES	HTR5A ag ctr	Keap1-Nrf2 PPI	Cardiac RTF inh	OPRM1-OPRD1 ag	cardiac RTF act	C-LANA FP	CAL PDZ FP	HTR5A inv ctr	V-ATPase pH	MOR-DOR inv ag
Cc1ccc(NC(=O)c2ccc(=O)[nH]n2)cc1S(=O)(=O)Nc1ccccc1Cl	4	-3	2	-2.9	5	0.3	-4	-10	2	11
O=C1CCCCC(=O)N(c2ccccc2)c2ccccc21	1	-5	-19	1.7	0	1.1	·	-19	1	-9
O=C(Nc1ccccc1N1CCN(C(=O)c2ccc(Cl)cc2)CC1)c1ccc2c(c1)OCO2	3	-3	1	-1.0	3	-0.5	-1	-9	-2	4
O=C(N/N=C/c1ccccc1[N+](=O)[O-])c1cccs1	0	3	-7	-1.1	-2	1.4	-6	-7	-2	6
CCOc1ccc(NC(=O)CN2C(=O)CSC(C)C2=O)cc1 (stereo unspecified)	-1	0	-7	-0.9	3	-0.6	-3	-2	4	4
O=C(Nc1ccon1)c1cccc(S(=O)(=O)N2CCCCC2)c1	0	-6	-1	-0.1	10	-1.9	1	1	2	1
N#CCCN(Cc1cccnc1)C(=O)Nc1ccccc1	-3	-5	-5	-2.5	4	-1.2	-3	0	-13	13
COc1cccc(/C=N\NC(=O)c2ccc(C)nc2)c1	6	-4	-13	-1.4	5	1.9	·	-24	-2	7
Cc1ccc(C)c(N2CC(C(=O)O)CC2=O)c1 (stereo unspecified)	1	0	2	-1.1	6	1.2	3	-3	3	5
Cc1noc(C(=O)Nc2ccccc2C(F)(F)F)c1Cl	-4	-1	-7	-1.6	-5	0.6	·	14	-2	9
Cc1ccc(OCCCCn2ccnc2)c(Cl)c1	-3	4	-16	-2.5	-2	0.4	-3	2	0	13
Cc1ccc2cc3cc(C(=O)NCCCN4CCCC4)oc3nc2c1	5	-1	-8	-1.7	-4	-1.9	·	2	-2	9
NC(=O)CN1C(=O)C(=O)N(Cc2ccccc2)C1=O	1	0	1	-1.8	10	-2.0	2	-4	3	10
O=C(c1ccc(N2CCOCC2)cc1)c1cccs1	0	-3	-9	-3.6	-3	-2.8	0	9	-1	19
COCCOC(=O)c1c(C)oc2ccc(NS(=O)(=O)c3ccc(C)cc3)cc12	10	0	6	5.7	-1	-1.2	-8	-29	0	-28

The final 5 entries of the section above are carried over, then new ones follow:
SMILES	HTR5A ag ctr	Keap1-Nrf2 PPI	Cardiac RTF inh	OPRM1-OPRD1 ag	cardiac RTF act	C-LANA FP	CAL PDZ FP	HTR5A inv ctr	V-ATPase pH	MOR-DOR inv ag
Cc1ccc(OCCCCn2ccnc2)c(Cl)c1	-3	4	-16	-2.5	-2	0.4	-3	2	0	13
Cc1ccc2cc3cc(C(=O)NCCCN4CCCC4)oc3nc2c1	5	-1	-8	-1.7	-4	-1.9	·	2	-2	9
NC(=O)CN1C(=O)C(=O)N(Cc2ccccc2)C1=O	1	0	1	-1.8	10	-2.0	2	-4	3	10
O=C(c1ccc(N2CCOCC2)cc1)c1cccs1	0	-3	-9	-3.6	-3	-2.8	0	9	-1	19
COCCOC(=O)c1c(C)oc2ccc(NS(=O)(=O)c3ccc(C)cc3)cc12	10	0	6	5.7	-1	-1.2	-8	-29	0	-28
CCOC(=O)N1CCN(C(=O)c2ccc(CNS(=O)(=O)c3ccc(NC(C)=O)cc3)cc2)CC1	0	5	-4	-2.7	-3	-0.2	-4	-42	1	15
C=CCNS(=O)(=O)CC12CCC(CC1=O)C2(C)C (stereo unspecified)	6	-1	-7	-1.8	1	-1.6	-7	7	-5	10
CCCCc1c(CCC)c(=N)c2ccccc2n1C	0	-2	-7	2.0	3	-1.7	-3	-3	-3	-11
N#C/C(=C(/O)CSc1ccccn1)c1nc2ccccc2s1	0	-3	-3	-1.3	5	1.2	·	-19	1	7
CC(C)C(=O)N(Cc1ccc(F)cc1)Cc1nc2ccccc2c(=O)[nH]1	5	-4	-9	-4.1	-1	-1.4	0	-14	0	21
COc1ccc(C(=O)NCCCOC(=O)c2ccc(OC)cc2)cc1	1	-1	5	-2.3	-3	-1.1	-7	-4	-1	12
CCc1nnc(NC(=O)CSc2nnc(-c3cccnc3)n2C)s1	·	-4	·	·	·	-1.0	2	·	3	·
Nc1nc(SCC(=O)Nc2ccc([N+](=O)[O-])cc2)n[nH]1	-2	-1	11	-1.5	-1	1.3	2	5	0	7
COc1ccc(N(CC(=O)NCCSCc2cccc(Cl)c2)S(C)(=O)=O)cc1Cl	0	4	2	-1.7	2	-0.5	6	19	1	9
CCOC(=O)C1=C(C)Nc2ccccc2N/C1=N\S(=O)(=O)c1cc(C(=O)O)ccc1Cl	2	1	3	-2.9	-5	1.3	-13	-11	2	11
Cc1ccccc1Cn1nnc2c1C(=O)c1ccccc1C2=O	-2	0	-1	2.8	-6	-0.3	-5	2	-1	-14
CCCCCC(C)n1[nH]c(=O)c2c(C)cc(C)nc21 (stereo unspecified)	-5	-6	-5	7.3	-4	-1.3	·	13	-1	-37
CCCOC(=O)c1ccc(NC(=O)COC)cc1	0	-1	0	-3.3	-2	-0.2	·	8	6	15
COc1ccc(-c2cc(N3CCCC3)n3ncnc3n2)cc1	2	-3	-12	-0.3	0	-1.7	0	-5	-2	2
Cc1cccc(C(=O)N/N=C/c2ccccn2)c1	3	2	4	-1.2	0	1.1	-4	-8	0	7

Part of the list above with just HTR5A inv ctr, Keap1-Nrf2 PPI and OPRM1-OPRD1 ag:
| molecule | HTR5A inv ctr | Keap1-Nrf2 PPI | OPRM1-OPRD1 ag |
| --- | --- | --- | --- |
| Nc1nc(SCC(=O)Nc2ccc([N+](=O)[O-])cc2)n[nH]1 | 5 | -1 | -1.5 |
| CCCOC(=O)c1ccc(NC(=O)COC)cc1 | 8 | -1 | -3.3 |
| CCc1nnc(NC(=O)CSc2nnc(-c3cccnc3)n2C)s1 | · | -4 | · |

New compounds follow.
SMILES	HTR5A ag ctr	Keap1-Nrf2 PPI	Cardiac RTF inh	OPRM1-OPRD1 ag	cardiac RTF act	C-LANA FP	CAL PDZ FP	HTR5A inv ctr	V-ATPase pH	MOR-DOR inv ag
Cn1c(=O)[nH]c(=O)c2c1nc(N1CCCC1)n2CCCSc1nc2ccccc2o1	-1	4	-1	-2.3	1	-0.8	-1	-9	6	13
O=C(Cn1c(=O)oc2ccccc21)Nc1ccc(Cl)cc1Cl	0	-10	0	-5.5	-4	-4.5	-2	-1	-1	28
O=C(CNc1ccc(Br)cc1)c1ccc(Br)s1	1	-5	-22	-0.5	1	-0.4	·	-6	-2	4
CCc1ccc(NC(=O)CSc2nc3ccsc3c(=O)n2CCCCCC(=O)O)cc1	-5	-5	-8	-1.8	3	-0.7	-1	12	0	9
Fc1ccc2c(c1)C(c1ccncc1)=NNC(c1ccccc1)=N2	-4	-6	-22	-2.0	-2	-0.3	-3	-23	0	10
CCc1nnc(NC(=O)CCN2C(=O)C3CCCCC3C2=O)s1 (stereo unspecified)	0	-1	-1	-3.2	-3	-1.2	-4	6	-3	17
COc1ccc(NC(=O)CCSc2nnc(C)s2)cc1	2	-2	-33	-0.4	0	-1.1	-3	9	9	2
O=C(NCc1ccc(Cl)cc1)c1noc2c1CCCCC2	8	1	-6	7.5	-7	-2.6	-3	0	0	-41
COc1cccc(C2Nc3ccccc3NC3=C2C(=O)CC(C)(C)C3)c1 (stereo unspecified)	-1	-4	-6	-0.8	-3	-1.9	·	-37	-3	4
Cc1ccc(Nc2nnc(SCC(=O)NCCN3C(=O)CSC3=O)s2)cc1C	-4	0	-14	-0.8	0	-0.4	-4	9	-4	5
CCCOC(=O)C1=C(C)NC2=C(C(=O)CCC2)C1c1cccc(OC)c1OC (stereo unspecified)	6	-4	-2	2.4	-2	0.9	9	-17	-1	-15
CC(C(=O)NCC1CCCO1)n1cc([N+](=O)[O-])cn1 (stereo unspecified)	3	1	1	-0.5	4	0.1	-6	-9	-2	3
NC(=O)NC(=O)COC(=O)c1ccccc1OCc1ccc(F)cc1	0	-4	-10	-2.9	3	2.4	-2	-24	2	15
C/C(=N\NC(=O)c1cccnc1)c1ccc(-n2ccnc2)cc1	-4	-3	-4	1.0	-5	0.7	3	10	-1	-7
CCCCn1c(CCn2nc(C)c(Br)c2C)n[nH]c1=S	1	4	-4	0.7	-1	-0.5	-10	-8	1	-4
Cn1c(SCc2cccc(C#N)c2)nc2ccccc2c1=O	2	3	-3	-0.4	-3	0.3	-11	-6	-4	2
O=[N+]([O-])c1cc(NS(=O)(=O)c2ccc(Cl)nc2)ccc1Cl	0	-1	4	-2.2	-3	1.1	-5	1	6	12
O=c1cc(N2CCc3ccccc32)[nH]c(=O)n1-c1ccccc1	-6	-2	0	-2.1	0	-0.1	2	-23	-3	12
O=C(O)c1c[nH]c2ccc(F)cc2c1=O	-4	-3	1	-2.0	-2	-1.3	-5	11	4	12
CC(=O)N1c2ccccc2NC2=C(C(=O)CCC2)C1c1ccc(F)cc1 (stereo unspecified)	2	1	-8	-1.0	4	1.2	7	-6	0	6
NC(=O)NC(=O)CC1S/C(=N/N=C2/NC(=O)CS2)NC1=O (stereo unspecified)	0	-2	-7	0.3	-2	-0.8	-6	9	-3	-2
O=C1CCCc2c1cc(C(=O)Nc1ccc(Cl)cn1)c(=O)n2-c1ccccc1	6	0	2	0.3	9	0.8	-1	-11	-3	-1
Cc1cc(=O)n2c(-c3ccc(Cl)cc3)csc2n1	-1	-1	-1	-3.6	0	0.7	-6	7	6	18
O=C1C=C(c2cc3ccccc3o2)C[C@@H](c2ccc(F)cc2)C1	3	-2	-10	3.0	12	1.7	4	-8	4	-18
CCOC(=O)c1sc(SC)c(C(C)=O)c1C	2	-2	-6	-1.0	-3	1.6	-2	15	3	4
O=C(Nc1cccc(C(=O)N2CCOCC2)c1)C1CC1	4	4	-4	-4.4	-6	-1.4	-2	-14	-4	20
COc1ccc(C2CC2/C(C)=N/OC(=O)C2CC2)cc1 (stereo unspecified)	4	0	-6	-2.4	5	1.0	0	-10	4	12
CCCCC1(CO)C(=O)N(c2ccccc2)N(c2ccccc2)C1=O	-4	-1	-4	-4.3	1	0.1	·	-13	-1	22
Cc1cccc(N(CC(=O)Nc2ccc(CC#N)cc2)S(C)(=O)=O)c1	4	-7	-2	-3.1	8	-1.0	1	3	6	17

Screens deposited in PubChem by several laboratories.
